KKLEB cytotox – counter-screen for CF NF-kB inhibitors: cytotoxicity; KKLEB CF airway cells viability, ATPlite luminescence, overnight; active compounds read low; cells stimulated with P. aeruginosa culture filtrate; activity change (cytotoxicity), % at 5 µM; AID 602141; 0.36% of 360,000 active;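 active = corrected activity change at or below -50% at 5 µM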
EBV LMP1 NFkB – Epstein-Barr LMP1 NF-kappaB reporter inhibition | inhibition, % at 12.5 µM | AID 504558 | 0.69% of 350,000 active | LMP1-induced NF-kappaB luciferase reporter cells, luminescence; in the data active = inhibition above about 41%;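 also: 0% = neutral control wells and 100% = reference inhibitor control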
CF NFkB block – cystic fibrosis NF-kB activation inhibition. KKLEB NF-kB-GFP reporter, PAF-induced, GFP fluorescence overnight. inhibition, % at 5 µM. 0.86% of 360,000 active;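 active = at least 50% inhibition at 5 µM, scaled per plate between neutral and stimulator controls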;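 also: PAF is a Pseudomonas aeruginosa culture filtrate used as stimulus; plate controls were PAF-stimulated DMSO wells for no effect and unstimulated DMSO wells for full effect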
NR5A2 inv ag – inverse agonists of human LRH-1 (NR5A2) | HEK293T StAR-luciferase reporter, LRH-1 transfected, 24 h | inhibition, % at 3.6 µM | 0.13% of 360,000 active | AID 602396;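 active = inhibition above the mean inhibition of all tested compounds plus 3 SD, cut at about 73% in these data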;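 also: 0% = DMSO wells and 100% = reporter-only cells lacking LRH-1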
Target sequence (O00482 whole entry, looked up): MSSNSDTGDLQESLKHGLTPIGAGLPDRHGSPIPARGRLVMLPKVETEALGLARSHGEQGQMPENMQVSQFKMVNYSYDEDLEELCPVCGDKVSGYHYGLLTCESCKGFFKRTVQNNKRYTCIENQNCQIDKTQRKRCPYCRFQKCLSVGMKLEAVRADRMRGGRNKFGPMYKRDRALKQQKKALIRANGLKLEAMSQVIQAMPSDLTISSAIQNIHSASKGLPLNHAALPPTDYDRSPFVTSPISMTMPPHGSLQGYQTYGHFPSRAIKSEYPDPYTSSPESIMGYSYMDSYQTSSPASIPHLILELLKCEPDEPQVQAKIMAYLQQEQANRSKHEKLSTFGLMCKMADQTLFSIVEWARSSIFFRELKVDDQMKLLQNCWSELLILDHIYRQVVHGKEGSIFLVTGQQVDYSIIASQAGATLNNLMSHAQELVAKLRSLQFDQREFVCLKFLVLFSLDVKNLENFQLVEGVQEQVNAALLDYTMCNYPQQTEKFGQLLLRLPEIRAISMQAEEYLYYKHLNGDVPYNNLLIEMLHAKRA
TWEAK Fn14 block – inhibitors of TWEAK-Fn14 interaction signaling. 2% of 360,000 active. TWEAK-stimulated Fn14 reporter cells, luciferase luminescence, 8 h. inhibition, % at 10 µM. AID 1159606; in the data active = inhibition above about 50%
TROY signal inh – TROY signaling inhibition. 0.98% of 360,000 active. Q293 LMP1-TROYcd NF-kB luciferase reporter, 4 h. inhibition, % at 10 µM. AID 1347056;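 active = compounds whose plate-normalised and pattern-corrected inhibition of the luciferase reporter signal at the single screening dose is 50% or more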
SRC3 inh – inhibitors of human steroid receptor coactivator 3 (SRC3) | Q9Y6Q9 | HEK293 GAL4-SRC3 luciferase reporter, luminescence | inhibition, % at 3.6 µM | 0.17% of 360,000 active | AID 588352;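 active = inhibition above a per-campaign cutoff, the mean of all compounds plus 3 SD, cut at about 60% in these data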;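 also: 0% = DMSO-treated cells and 100% = gossypol-treated cells at 36 µM; higher means less SRC3-driven luciferase light from the GAL4 reporter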
COUP-TFII inh – NR2F2 (human) inhibition, primary screen; P24468; 0.7% of 370,000 active; AID 686940; HEK293T NGFI-A luciferase reporter, luminescence; inhibition, % at 8.6 µM;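 active = inhibition above a per-plate cutoff, mean inhibition of test wells between control levels plus 3 SD, cut at about 38% in these data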;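 also: cells cotransfected with COUP-TFII expression vector driving the NGFI-A reporter; 0% = median of COUP-TF2 test wells and 100% = reporter-only cells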
Target sequence (P24468 whole entry, looked up): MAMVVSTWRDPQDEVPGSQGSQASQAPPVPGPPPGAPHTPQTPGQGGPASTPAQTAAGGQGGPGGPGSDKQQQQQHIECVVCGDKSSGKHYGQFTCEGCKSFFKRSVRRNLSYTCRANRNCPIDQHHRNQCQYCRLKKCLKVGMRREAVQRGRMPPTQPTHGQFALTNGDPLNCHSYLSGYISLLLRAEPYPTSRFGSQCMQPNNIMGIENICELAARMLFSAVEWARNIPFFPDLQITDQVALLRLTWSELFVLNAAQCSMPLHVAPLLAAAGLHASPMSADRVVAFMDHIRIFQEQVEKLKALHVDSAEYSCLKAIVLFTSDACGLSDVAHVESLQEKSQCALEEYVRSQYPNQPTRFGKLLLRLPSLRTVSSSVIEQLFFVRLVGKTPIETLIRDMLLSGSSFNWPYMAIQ
NCOA1 inh – inhibitors of human steroid receptor coactivator 1 (SRC1). Q15788. inhibition, % at 3.6 µM. HEK293 GAL4-SRC1 luciferase reporter, luminescence. 0.12% of 360,000 active;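 active = inhibition above the campaign mean plus 3 SD, with each screening campaign given its own cutoff, cut at about 60% in these data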;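 also: 0% = DMSO treated cells and 100% = gossypol at 36 µM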
Shn3 inh set2 – reduces Shn3 3'UTR luciferase signal in osteoblasts; inhibition, % at 12.5 µM; AID 588674; 0.52% of 360,000 active; Clone20 osteoblast Shn3 3'UTR firefly luciferase, 24 h;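 active = mean inhibition of at least 75% with every replicate also reaching 75%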;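 also: 0% = median of neutral control wells and 100% = pilot-screen positive control compound; some compounds past the cut are filed as inactive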
C8 TRAIL sens – caspase-8 TRAIL sensitization; 1% of 360,000 active; inhibition (viability loss, TRAIL sensitization), % at 10 µM; NB7+C8 cells + TRAIL, ATPlite viability luminescence;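 active = compounds causing at least 50% loss of cell viability in the single-dose screen, relative to plate controls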
An asterisk follows results filed as active; . = not tested or not shown.

1: CC1CCN(C(=O)c2cc3ccccc3o2)CC1
2: Cc1ccc(S(=O)(=O)Nc2c(C)cc(C)nc2Cl)cc1
3: CC[C@@]12C(=O)N(c3cccc(F)c3)C(=O)N1[C@H](c1ccc(Cl)cc1)[C@@H]1C(=O)N(C3CCCCC3)C(=O)[C@@H]12
4: COc1ccccc1C1=NOC(C)(c2nnc(Cc3ccccc3)o2)C1 (stereo not given)
5: CC(=O)OCN(C#N)c1nc(N(C)C)nc(N(C)C)n1

Assay by compound,1,2,3,4,5
KKLEB cytotox,1,-16,-3,7,-8
EBV LMP1 NFkB,-22,3,8,0,1
CF NFkB block,-14,12,5,-21,-4
NR5A2 inv ag,-79,16,0,8,-8
TWEAK Fn14 block,-21,5,24,16,-10
TROY signal inh,-45,14,3,-14,-2
SRC3 inh,-81,0,1,12,8
COUP-TFII inh,-47,-6,-9,3,10
NCOA1 inh,-76,-2,3,-5,9
Shn3 inh set2,-80,-8,-14,-3,-10
C8 TRAIL sens,-3,-16,19,-15,-9

6: O=C(O)CSc1ccnc2cc(Cl)ccc12
7: COc1ccc(C2c3ccc4ccccc4c3Oc3ncn(CCN4CCOCC4)c(=N)c32)cc1 (stereo not given)
8: N#Cc1ccc(/C=C/C(=O)c2ccco2)cc1
9: Clc1ccc(-c2cn(-c3ccccc3)c3[n+]2CCS3)cc1
10: COc1cc(CN2CCNC(=O)C2CC(=O)N(C)CCC2CCOCC2)cc(OC)c1 (stereo not given)

Assay by compound,6,7,8,9,10
KKLEB cytotox,-2,-12,-1,8,-4
EBV LMP1 NFkB,1,4,6,-6,0
CF NFkB block,4,11,19,-2,5
NR5A2 inv ag,6,-11,12,14,8
TWEAK Fn14 block,-13,-1,10,1,-4
TROY signal inh,15,17,-6,-17,-9
SRC3 inh,11,1,-2,16,18
COUP-TFII inh,3,-28,14,11,-18
NCOA1 inh,-11,-9,2,8,10
Shn3 inh set2,-4,13,-23,7,-7
C8 TRAIL sens,0,14,-14,26,-16

11: COCCNC(=O)CN(C(=O)Cn1nnc2ccccc21)c1ccccc1C
12: O=S(=O)(Nc1ccc2c(c1)OCCO2)c1cccc(F)c1
13: O=C(CSc1nnc(Cc2cccs2)n1-c1ccccc1)Nc1ccc2c(c1)OCCO2
14: Cc1c(NC(=O)CSc2nnc3c4ccccc4n(CCc4ccccc4)c3n2)c(=O)n(-c2ccccc2)n1C
15: O=S(=O)(c1c(F)cccc1F)N1CCN(Cc2c(O)ccc3ccccc23)CC1

Assay by compound,11,12,13,14,15
KKLEB cytotox,-3,2,-4,10,-12
EBV LMP1 NFkB,-1,8,-9,14,2
CF NFkB block,5,4,-2,-20,25
NR5A2 inv ag,-13,16,43,-55,10
TWEAK Fn14 block,6,52*,-18,-30,0
TROY signal inh,3,40,21,6,3
SRC3 inh,-2,2,1,3,-13
COUP-TFII inh,9,-23,11,-29,-1
NCOA1 inh,-4,-22,-6,8,0
Shn3 inh set2,-18,20,-11,54,5
C8 TRAIL sens,-10,-9,-12,15,11

16: CCC1CN(C(=O)NCc2ccc(C)cc2)c2ccccc2O1 (stereo not given)
17: CC(C)Nc1nc(NNc2nc(Cl)nc(NC(C)(C)C)n2)nc(NC(C)C)n1
18: CCC(C)[C@H](NC(=O)N1CC(=O)Nc2ccccc21)C(=O)Nc1nccs1 (stereo not given in full)
19: CCOC(=O)c1[nH]cnc1C(=O)NC(C)C
20: O=C(CCNC(=O)C1CCN(S(=O)(=O)c2ccc(F)cc2)CC1)NCCc1cccc(F)c1

Assay by compound,16,17,18,19,20
KKLEB cytotox,12,17,23,-4,-13
EBV LMP1 NFkB,7,.,-4,-10,1
CF NFkB block,1,-4,-4,8,25
NR5A2 inv ag,6,-2,3,20,5
TWEAK Fn14 block,4,-3,-1,7,26
TROY signal inh,7,8,6,3,6
SRC3 inh,2,1,13,-1,6
COUP-TFII inh,9,-10,-8,2,-14
NCOA1 inh,-7,-10,-2,-10,-9
Shn3 inh set2,4,12,-31,14,-12
C8 TRAIL sens,-6,7,-2,-5,-4

2 entries picked at random from the list so far, as already listed:
18: CCC(C)[C@H](NC(=O)N1CC(=O)Nc2ccccc21)C(=O)Nc1nccs1 (stereo not given in full)
19: CCOC(=O)c1[nH]cnc1C(=O)NC(C)C

Assay by compound,18,19
KKLEB cytotox,23,-4
EBV LMP1 NFkB,-4,-10
CF NFkB block,-4,8
NR5A2 inv ag,3,20
TWEAK Fn14 block,-1,7
TROY signal inh,6,3
SRC3 inh,13,-1
COUP-TFII inh,-8,2
NCOA1 inh,-2,-10
Shn3 inh set2,-31,14
C8 TRAIL sens,-2,-5

Additional structures.
21: CC(=O)c1c(C)[nH]c(C(=O)OCC(=O)NCC(C)C)c1C
22: N#C/C(C(N)=O)=C1/SC=C(c2ccccc2)N1c1ccccc1
23: S=c1[nH]nc(Cn2nnc3ccccc32)n1-c1ccccc1
24: CCOc1ccc(C(=O)OCC(=O)Nc2cccc(S(=O)(=O)N3CCCC3)c2)cc1
25: COc1ccc(CN2C(=O)c3cccnc3C2=O)cc1S(=O)(=O)N1CCCCC1

Assay by compound,21,22,23,24,25
KKLEB cytotox,1,-7,-7,-4,-10
EBV LMP1 NFkB,0,.,-5,-5,11
CF NFkB block,-9,22,-4,-25,14
NR5A2 inv ag,20,14,19,-7,3
TWEAK Fn14 block,1,19,20,30,3
TROY signal inh,-7,22,8,-9,4
SRC3 inh,13,20,14,0,-27
COUP-TFII inh,8,25,-3,20,-1
NCOA1 inh,0,9,11,-4,7
Shn3 inh set2,34,.,-1,9,17
C8 TRAIL sens,-11,-10,-5,-9,11

26: Cc1ccc2nc(SCC(=O)c3c(C)[nH]c4ccccc34)[nH]c2c1
27: CC(C)c1nnc(SCC(=O)Nc2ccc3c(c2)OCO3)n1C
28: CC(C)n1cnc2cc(NCc3ccccc3O)ccc21
29: COc1ccc(-c2cnc3c(NC=O)cc(-c4ccccc4OC)cn23)cc1OC
30: O=C(c1ccco1)N1CCN(C(=O)c2cc(-c3ccncc3)nc3ccc(Br)cc23)CC1

Assay by compound,26,27,28,29,30
KKLEB cytotox,-5,-5,-13,-34,-1
EBV LMP1 NFkB,1,-8,-10,.,-2
CF NFkB block,0,3,6,65*,-16
NR5A2 inv ag,-3,9,-48,15,-3
TWEAK Fn14 block,-10,-10,6,53*,11
TROY signal inh,4,-31,28,26,-35
SRC3 inh,4,10,7,20,-27
COUP-TFII inh,-6,-2,-37,-109,-4
NCOA1 inh,7,-4,-20,-33,-25
Shn3 inh set2,-31,0,-21,14,3
C8 TRAIL sens,2,-16,-5,13,-1

The last 4 compounds of the part before open the next one:
27: CC(C)c1nnc(SCC(=O)Nc2ccc3c(c2)OCO3)n1C
28: CC(C)n1cnc2cc(NCc3ccccc3O)ccc21
29: COc1ccc(-c2cnc3c(NC=O)cc(-c4ccccc4OC)cn23)cc1OC
30: O=C(c1ccco1)N1CCN(C(=O)c2cc(-c3ccncc3)nc3ccc(Br)cc23)CC1
31: Cc1ccc(S(=O)(=O)N2CCN(C(=O)CNC(=O)c3ccc(Cl)cc3)CC2)cc1
32: Cc1cc(C=O)c(C)c2c1[nH]c1ccccc12
33: CCn1ncc(C2=NOC(C(=O)Nc3cc(OC)c(Cl)cc3OC)C2)c1C (stereo not given)
34: Cc1ccc(S(=O)(=O)Nc2ccc(O)c(Sc3ncn[nH]3)c2)cc1
35: COC(CNC(=O)c1ccc2c(c1)nc(C)n2-c1cc(C)cc(C)c1)OC

Assay by compound,27,28,29,30,31,32,33,34,35
KKLEB cytotox,-5,-13,-34,-1,12,-4,-8,-2,1
EBV LMP1 NFkB,-8,-10,.,-2,-6,20,14,0,2
CF NFkB block,3,6,65*,-16,-31,4,-2,9,2
NR5A2 inv ag,9,-48,15,-3,11,-14,3,-7,-8
TWEAK Fn14 block,-10,6,53*,11,5,29,-41,8,-3
TROY signal inh,-31,28,26,-35,9,17,1,9,7
SRC3 inh,10,7,20,-27,0,16,15,-1,-10
COUP-TFII inh,-2,-37,-109,-4,-8,-14,-29,-9,-11
NCOA1 inh,-4,-20,-33,-25,10,14,-9,5,11
Shn3 inh set2,0,-21,14,3,17,-13,13,-3,-10
C8 TRAIL sens,-16,-5,13,-1,-5,-14,-14,-2,-10

36: CN(/N=C/c1ccncc1)c1cnn(-c2ccc(F)c(Cl)c2)c(=O)c1Cl
37: O=C(O)c1ccc(-n2nc(C(F)(F)F)cc2-c2cccs2)cc1
38: NC(=O)C1CCN(C(=O)CCc2nc3sc4c(c3c(=O)[nH]2)CCCC4)CC1
39: CN(C)S(=O)(=O)c1ccc(C(=O)Nc2ccccn2)cc1
40: COc1ccccc1C(=O)O[C@H]1[C@H](Cc2ccccc2)NS(=O)(=O)[C@H]2C[C@@H]3C=C[C@]12O3

Assay by compound,36,37,38,39,40
KKLEB cytotox,-6,12,-4,-4,-9
EBV LMP1 NFkB,-4,6,-2,1,-4
CF NFkB block,-1,2,-4,-3,1
NR5A2 inv ag,-17,9,-22,-77,-8
TWEAK Fn14 block,-29,-8,0,-19,-1
TROY signal inh,-38,11,-5,-53,-6
SRC3 inh,-15,10,-3,-60,16
COUP-TFII inh,-12,2,-6,-22,14
NCOA1 inh,-31,5,-17,-52,-16
Shn3 inh set2,0,-17,-2,-3,-24
C8 TRAIL sens,1,-3,-5,2,-14

41: Cc1cc(C)c2c(NC(=O)C3CC3)nn(C)c2n1
42: COc1ccccc1NC(=O)CCc1c(C)nc2c(-c3ccc(F)cc3)c(C)nn2c1C
43: Cc1ccccc1N(C(=O)c1snc(C(N)=O)c1N)C(C(=O)NCc1ccccc1)c1ccc(O)cc1 (stereo not given)
44: COc1ccc(NC2CCCN(C(=O)c3cccc(C(F)(F)F)c3)C2)cc1OC (stereo not given)

Assay by compound,41,42,43,44
KKLEB cytotox,3,-11,3,28
EBV LMP1 NFkB,-13,-5,-2,2
CF NFkB block,-4,8,15,-7
NR5A2 inv ag,-13,-17,6,7
TWEAK Fn14 block,38,10,12,15
TROY signal inh,1,3,-5,5
SRC3 inh,-1,-12,-13,-6
COUP-TFII inh,-10,1,1,-2
NCOA1 inh,-16,2,-5,-10
Shn3 inh set2,-11,-1,25,-3
C8 TRAIL sens,-8,18,11,19

This is a subset; the hit share may differ from the screen's.
